Screening data deposited in PubChem by National Center for Advancing Translational Sciences (NCATS).
D2 ag – D2 dopamine receptor (human) agonism; P14416; activation, % at 2 µM; AID 485358; HEK293 T-REx D2 cells, calcium flux agonist mode; actives 0.53% (n = 340,000);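 active = activation over 3 SD above normal in the single-dose calcium agonist read, cut at about 30% in these data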; also: 0% is about no effect
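Agonism is scored from calcium flux in a force-coupled, inducible HEK293 cell line expressing D2, read kinetically for 180 s after compound addition against dopamine controls.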
Vif-A3G inh – blocks the Vif interaction with human APOBEC3G. Q9HC16. HeLa A3G-eYFP + Vif (tagged APOBEC3G with the HIV-1 protein that degrades it), YFP fluorescence, overnight. Potency, µM (highest dose often 46.1 µM), without a hit: at the highest dose activity, negative = active, most hits filed as inhibitors. actives 0.076% (n = 410,000). AID 602310;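 also: potency is read from the fitted curve at half-maximal effect; % is scaled to controls: 0 for no effect and ±100 for the full control effect; nearly all actives have a fitted effect of over 60% in size; hits raise eYFP signal because A3G escapes Vif-driven loss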
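HeLa cells stably expressing Vif and C-terminally eYFP-tagged A3G, seeded overnight at 37 deg C, then exposed to compound by pintool overnight at 37 deg C. Rise in yellow fluorescence (Ex 488/Em 500-530, Acumen) marks blocked Vif-driven A3G degradation.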
ERG Ets-DNA blk – inhibitors of human ERG Ets domain-DNA interaction | fluorescence polarization, His-ERG Ets domain / labelled DNA | P11308 | actives 0.028% (n = 370,000) | Potency, µM (top dose mostly 76.9 µM), inactives show at the highest dose FP activity, negative = inhibition, actives largely listed as inhibitors; active = well fitted inhibition curve with a large enough effect in the polarisation, with a control signal flat; inconclusive = small, poorly fitted or top-dose-only effect, or effect the other way, or a change in a side signal; inactive = no such curve, though single readings can be large or run the other way; the % refers to the polarisation;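 also: polarization taken with two DNA probes labelled with fluorescein and Texas red; potency is read from the fitted curve at half-maximal effect; % of control where 0% means no effect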
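His-tagged ERG Ets domain (1 uM in the protein solution; 300mM KCl, 50mM Tris-HCl, 1mM EDTA, 1mM DTT, pH 7.5) received compound, then a probe mix of 5 nM fluorescein-DNA and 100nM Texas-615-DNA. Fluorescence polarization was read for both dyes.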
RGS4 inh – inhibitors of human regulator of G protein signaling 4; actives 0.039% (n = 390,000); AID 504845; P49798; Potency, µM (titrated, usually from 114 µM), for inactives: top-dose activity change, negative = inhibition, hits mostly inhibitors; Transcreener GDP fluorescence polarization, RGS4-accelerated GTP hydrolysis; also: potency is read from the fitted curve at half-maximal effect; % is scaled to controls: 0 for no effect and ±100 for the full control effect; nearly all actives have a fitted effect of over 75% in size; some results filed as inactive show a strong effect at the top dose
Target sequence (P49798 whole entry, looked up): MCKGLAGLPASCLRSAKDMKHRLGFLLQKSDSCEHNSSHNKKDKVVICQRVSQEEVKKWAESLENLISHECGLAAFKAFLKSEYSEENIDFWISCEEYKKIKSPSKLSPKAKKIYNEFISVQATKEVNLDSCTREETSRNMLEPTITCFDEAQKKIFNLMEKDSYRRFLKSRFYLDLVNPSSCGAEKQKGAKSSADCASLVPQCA
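MLSMR compounds (23 nl, pin-transferred) preincubated 10 min at room temperature with a 500nM (2x) first reagent, then RGS4 at 900nM (2x) plus Transcreener GDP mix added; fluorescence polarization (620/688 nm) read before and after 90 min at 30 °C.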
D2 antag – D2 dopamine receptor (human) antagonism | P14416 | HEK293 TREx D2 cells, calcium flux, dopamine EC80 | inhibition, % at 10 µM | actives 2% (n = 340,000); in the data active = inhibition above about 30%; also: 0% is about no effect
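Overnight-induced (tetracycline, 30 C) HEK293 T-REx cells carrying force-coupled D2 receive a no-wash calcium dye, then compound, then EC80 dopamine at 180 s; signals are read kinetically throughout.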
12-LOX inh – blocks human arachidonate 12S-lipoxygenase; P18054; purified 12hLO, xylenol orange hydroperoxide absorbance; Potency, µM (titrated, usually from 108 µM), inactives show at the top dose activity change, negative = inhibition, most hits filed as inhibitors; actives 1.1% (n = 580,000); also: potency is read from the fitted curve at half-maximal effect; % is scaled to controls: 0 for no effect and ±100 for the full control effect
Target sequence (P18054 whole entry, looked up): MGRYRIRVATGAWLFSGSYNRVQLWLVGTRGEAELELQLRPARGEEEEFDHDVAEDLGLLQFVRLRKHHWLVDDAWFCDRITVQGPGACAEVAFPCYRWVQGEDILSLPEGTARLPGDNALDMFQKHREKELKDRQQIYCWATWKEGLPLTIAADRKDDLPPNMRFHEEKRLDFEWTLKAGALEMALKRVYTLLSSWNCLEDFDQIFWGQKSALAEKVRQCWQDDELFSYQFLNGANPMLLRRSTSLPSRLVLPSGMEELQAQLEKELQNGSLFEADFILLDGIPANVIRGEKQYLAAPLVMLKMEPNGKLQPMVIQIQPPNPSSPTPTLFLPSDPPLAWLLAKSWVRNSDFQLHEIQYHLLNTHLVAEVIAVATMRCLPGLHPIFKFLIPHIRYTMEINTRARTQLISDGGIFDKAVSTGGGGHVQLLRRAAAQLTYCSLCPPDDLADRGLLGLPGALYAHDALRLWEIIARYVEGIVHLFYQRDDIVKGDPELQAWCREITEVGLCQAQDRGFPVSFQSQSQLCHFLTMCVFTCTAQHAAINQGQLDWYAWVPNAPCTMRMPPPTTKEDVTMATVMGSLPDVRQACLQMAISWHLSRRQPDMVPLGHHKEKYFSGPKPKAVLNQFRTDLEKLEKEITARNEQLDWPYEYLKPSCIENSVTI
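Hydroperoxide product was detected by ferrous iron/xylenol orange as the 573 to 405 nm absorbance ratio. Arachidonic acid at 40 uM (final) was turned over for 30 min at room temperature by 150 nM human 12hLO, pH 7.0 Hepes buffer, after 15 min compound preincubation.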
Vif-A3F inh – inhibitors of Vif-A3F interaction. HeLa A3F-eYFP + Vif (tagged APOBEC3F with the HIV-1 protein that degrades it), YFP fluorescence increase. Potency, µM (highest dose often 46.1 µM), without a hit: at the highest dose activity, negative = active. actives 0.2% (n = 390,000). AID 602313; also: potency is read from the fitted curve at half-maximal effect; % of control where 0% means no effect; nearly all actives have a fitted effect of over 65% in size
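HeLa cells stably expressing A3F-eYFP plus Vif, plated and incubated overnight at 37 deg C, then exposed to compounds overnight at 37 deg C. Blocked degradation read as raised yellow fluorescence (Ex 488/Em 500-530).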
Glioma ERSR ind – ER stress response induction in glioma | U87-MG GRP78 promoter luciferase reporter, 16 h | Potency, µM, inactives show top-dose activation, hits mostly activators | actives 0.02% (n = 420,000); also: potency is read from the fitted curve at half-maximal effect; series mostly up to about 76 µM; % of control where 0% means no effect; nearly all actives have a fitted effect of over 35% in size
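Stably transfected U87-MG human glioma cells carrying a GRP78-based luminescent sensor were seeded at 1000 cells/well, pin-dosed with compounds and incubated 16 h. Luciferase reagent was then added, and end-point luminescence was read after 10 min at room temperature.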
LDHA block – blocks human lactate dehydrogenase A | actives 0.15% (n = 480,000) | P00338 | activity change, % (values are at about 110 or 230 µM) | purified LDHA, NADH/diaphorase-resazurin fluorescence; hits give low values; in the data active = activity change below about -30%; inconclusive = mostly about -25% to -30%;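 also: plate controls were DMSO wells for no effect and wells without enzyme for full effect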
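LDH5 2 nM; NADH 0.06 mM, pyruvate 0.2 mM; 200 mM Tris pH 7.4, EDTA, Tween-20; 5 min RT. Detection: diaphorase 0.133 mg/mL + resazurin 37 µM, fluorescence ex540/em590 at 0 and 20 min; normalized to enzyme-free and DMSO wells.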
Starred values were filed as active, the others as inactive; ? = inconclusive; · = no result given; & = joins results of further samples; [ ] = another dose, or the depositor's remark. Unless noted, calls follow the shape of the dose curve; as a rule, active = well fitted curve in the direction sought with a large enough effect; inconclusive = small, poorly fitted or top-dose-only effect, or another doubt; inactive = no such curve, though single readings can be large; an effect the other way counts as inactive or inconclusive.

SMILES	D2 ag	Vif-A3G inh	ERG Ets-DNA blk	RGS4 inh	D2 antag	12-LOX inh	Vif-A3F inh	Glioma ERSR ind	LDHA block
COCC(=O)Nc1nc(-c2ccc([N+](=O)[O-])cc2)cs1	-0.8	5%	3%	-36%	-14	-2%	2%	3%	-2
COc1ccc(-c2csc(N3CCSCC3)n2)cc1	-0.1	-6%	-9%	2%	-1	2%	11%	4%	-6
N/C(=N\S(=O)(=O)c1cc(C(F)(F)F)cc(C(F)(F)F)c1)c1ccc(Cl)cc1	2.4	-8%	8%	38%	16	-24%	4%	-15%	5
COc1cccc(OCCNC(=O)c2ccc(C)cc2)c1	-0.4	-4%	1%	2%	-10	·	-1%	2%	-3
COc1ccc(NC(=O)Cc2c(Sc3ccccc3)c3ccccc3n2C)cc1	8.9	2%	11%	-8%	0	-20%	-26%	0%	2
CCN1C(=S)N[C@@H](c2ccccc2)C(C(=O)OC)=C1C	0.0	0%	-24%	3%	-12	-28%	-3%	-5%	0
CCOC(=O)CC(=O)CSc1nc2ccc(C)cc2cc1C#N	2.5	-1%	·	-31%	-14	-9%	0%	5%	1
CN(C)C(=O)CSc1nc(-c2ccccc2)c(-c2ccccc2)o1	-1.2	-5%	-3%	-24%	2	0%&-5%	5%	-3%	5&-8
N#Cc1ccc(C(=O)Nc2ccc(S(=O)(=O)NC3=NCCCCC3)cc2)cc1	0.0	0%	9%	16%	16	0%	·	-4%	-2
Cc1ccc(-c2nnc(SCc3ccccc3)o2)cc1	1.4	5%	8%	-52%	·	-15%	10%	-2%	-14
C=CCNC(=O)Cn1nnc(-c2ccc(-c3ccc(OC)cc3)cc2)n1	1.0	6%	1%	28%	10	7%	0%	2%	-10
CCCCCN(C(=O)CCC(=O)OCC(=O)N(CC#N)c1ccccc1)c1c(N)n(CCCC)c(=O)[nH]c1=O	-0.1	-3%	-1%	-7%	-1	?	5%	-4%	-5
CCCCN(C=O)c1c(CC)nc2c(OCCOc3ccc(F)cc3)cccn12	·	0%	·	·	·	?	·	-3%	-4
Cc1oc(-c2ccccc2F)nc1CS(=O)(=O)CC(=O)N1CCN(c2ccccc2)CC1	1.7	4%&-1%	-6%&-6%	10%&-8%	10	-7%	4%&0%	-2%&-5%	-5&-5
CC(C)N1CCC(N2CCN(Cc3cccnc3)CC2CCO)CC1 (configuration not stated)	-0.7	-3%	85%[activator]	6%	9	-13%	-3%	-2%	-2
C/C(=N\NC(=O)c1cc(C(C)C)[nH]n1)c1ccco1	-0.1	1%	-2%	-7%	8	1%	-12%	-11%	-4
CCCCNC(=O)C(=O)NC(C)CCc1ccccc1 (configuration not stated)	·	1%	-9%	8%	·	-2%	3%	-4%	-3
CC(Oc1ccc(C(=O)c2ccccc2)cc1)C(=O)N1CCOCC1 (configuration not stated)	0.5	2%	-19%	0%	-14	-10%	-5%	0%	-3
COc1ccc(-n2c(-c3ccco3)nc3c(cnn3-c3ccc(C)cc3)c2=O)cc1	-0.1&0.2	-4%&-4%	-5%&-4%	34%&-13%	1	?	5%&-8%	3%&-2%	13&-4&-3
[O-][n+]1c2c(nn1-c1ccc(Cl)c(Cl)c1)-c1nonc1CC2	·	-5%	9%	1%	·	3%	1%	-4%	-6
CC(C)n1c(SCC(=O)N2CCN(C(=O)c3ccco3)CC2)nc2c1c(=O)n(C)c(=O)n2C	0.2	-5%	-6%	-23%	7	-15%	13%	-7%	-8
Cc1sc(NC(=O)Nc2ccccc2)c(C(N)=O)c1C	0.4	-7%	-2%	-43%	-6	?	-14%	4%	0
CC(C)(C)c1cc(OC(=O)C2CCCC2)ccc1O	-0.4	-18%	-1%	-24%	-11	?	2%	-8%	-1
CCC(C)(C)n1nnnc1C(c1ccc(OC)c(OC)c1)N1CCN(c2ccccc2)CC1 (configuration not stated)	-1.5	0%	3%	-9%	12	0%	9%	-5%	0
Cc1cc(C)n(-c2ccc(NC(=O)C3CCCCN3C(=O)c3cc(C)oc3C)cc2)n1 (configuration not stated)	-1.0	0%	17%	-36%[56.9 µM]	-3	-13%	3%	4%	-1
c1cncc(-c2noc(-c3ccco3)n2)c1	0.5	-3%	-2%	0%	10	7%	-1%	-5%	-2
CCOC(=O)Cn1c2ccc(C)cc2c2nc(C)sc21	-0.8	3%	6%	17%	14	2%	12%	5%	-1
CCOC(=O)[C@H]1[C@H]2COc3ccc(Br)cc3[C@@H]2N2C(=O)N(c3ccc(F)cc3)C(=O)[C@@]12C	·	-5%	-1%	1%	·	-7%	-3%	-7%	-1
CCC(NS(=O)(=O)c1cccs1)c1ccc(C)cc1 (configuration not stated)	0.0	-1%	1%	-3%	-37	158%[activator]	2%	-4%	-1
CCOC(=O)N1CCC(NC(=O)c2cc3c(-c4cccc(OC)c4)nn(C)c3s2)CC1	·	1%	-2%	-25%	·	22%	-5%	-1%	1
Cc1cc(SCC(=O)Nc2cccc(S(=O)(=O)N3CCOCC3)c2)nc2ccccc12	0.1	-8%	6%	-19%	-9	40%[activator]	4%	-4%	-1
CCOC(=O)c1sc(=S)n(-c2ccc(OC)cc2)c1C	0.1	0%	1%	-27%	-7	0%	4%	0%	-3
O=C(O)/C=C\C(=O)Nc1ccccc1N1CCN(c2ccccc2)CC1	-0.1	-1%	-12%	-25%	-6	?	4%	1%	0
O=C(NCC1CCCN(Cc2ccccc2F)C1)c1cccc(C(F)(F)F)c1 (configuration not stated)	1.5	1%	4%	11%[11.4 µM]	31*	1%	2%	-4%	-11
O=C(CSc1nc2ccccc2c(=O)n1-c1ccccc1)N1CCC1	2.0	-2%	0%	-5%	17	-5%&2%	0%	-3%	9&-3
CC(C)C(=O)c1cc2c(cc1NC(=O)c1ccccc1)OCCO2	0.0	-3%	-2%	22%	1	-13%	2%	-4%	3
CC(COS(N)(=O)=O)Cc1ccc(C(F)(F)F)cc1 (configuration not stated)	1.2	3%	7%	4%	-17	-8%	-9%	-1%	-1
COC(=O)c1cc(C(=O)c2ccccc2)n2c(=O)/c(=C\N(C)C)sc12	-0.6	-8%	-4%	-5%	4	-14%	-5%	2%	-9
O=C(Nc1ccnc(-c2cccnc2)n1)c1ccc(Cl)cc1	-0.2	2%	-2%	-40%	-8	-20%	0%	3%	-15
O=C(NCc1ccccc1)[C@H]1C[C@@H]1[C@H](NP(=O)(c1ccccc1)c1ccccc1)c1ccccc1	0.5	-1%	3%	0%	-6	-2%	3%	-3%	-6
COc1cccc2cc(C(=O)Nc3ccccc3Cl)/c(=N/NS(=O)(=O)c3ccccc3)oc12	0.3	-3%	4%	-16%[56.9 µM]	-9	0%	-4%	9%	-2
CC(=O)Nc1ccc(NS(=O)(=O)c2ccc(OC(C)C(=O)N3CCOCC3)cc2)cc1 (configuration not stated)	0.0	2%	12%	10%	-20	-25%	-27%	-4%	-6
Cc1c(Cl)cccc1NC(=O)Cn1nc(C)c2sc3ccccc3c2c1=O	-1.5	-9%	1%	7%	·	-21%	?	-1%	-10
O=S(=O)(c1ccccc1)N(CC(O)COc1ccccc1)c1ccccc1 (configuration not stated)	1.1	1%	-5%	-15%	-1	-3%	9%	-3%	-1
CC(C)c1nc2n[nH]c(N)c2c2c1CCC2	0.5	2%	-5%	-25%	8	-11%	-2%	-2%	-1
CC1=C(C(=O)OCc2ccccc2)C(c2cccc([N+](=O)[O-])c2)NC(=O)N1 (configuration not stated)	0.6	-4%	-12%	4%	2	?	-21%	-3%	-3
CN(C)C(CNC(=O)c1c(F)cccc1Cl)c1ccco1 (configuration not stated)	0.5	-8%	-5%	-8%	10	-9%	11%	-4%	-2
O=C1CN(C(=O)COC(=O)c2ccco2)c2ccccc2N1	-1.0	2%	-10%[15.4 µM]	-29%	-1	14%	1%	-3%	-1
CCN1CCN(CC(O)COCCOc2ccc(Br)cc2)CC1 (configuration not stated)	0.5	-6%	5%	1%	0	-31%	8%	-4%	-8
CC1CCN(C(=O)COC(=O)c2cc(Cl)c3c(c2)OCO3)CC1	0.5	-2%	-2%[15.4 µM]	?	-16	0%	1%	5%	-1
Cn1cc(C(=O)N/N=C/c2cccc([N+](=O)[O-])c2)c2ccccc21	-0.3	-3%	-18%	4%	0	5%	-8%	-4%	-16
COCCCNC(=O)CNC(=O)c1nn(-c2ccc(OC)cc2OC)c(=O)c2ccccc12	-0.1	-5%	3%	-16%	5	0%	5%	-5%	-8
CC(=O)c1cc(C#N)c(SCCC(C)C)nc1C	0.4	0%	-16%	-21%	8	-1%	-4%	1%	-1
O=C(CSc1ccccn1)Nc1cccc(S(=O)(=O)N2CCCC2)c1	-0.5	2%	·	-31%	-32	237%[activator]	0%	0%	-6

In another format: two of the compounds above
Compound,D2 ag,Vif-A3G inh,ERG Ets-DNA blk,RGS4 inh,D2 antag,12-LOX inh,Vif-A3F inh,Glioma ERSR ind,LDHA block
CC1=C(C(=O)OCc2ccccc2)C(c2cccc([N+](=O)[O-])c2)NC(=O)N1 (configuration not stated),0.6,-4%,-12%,4%,2,?,-21%,-3%,-3
CN(C)C(CNC(=O)c1c(F)cccc1Cl)c1ccco1 (configuration not stated),0.5,-8%,-5%,-8%,10,-9%,11%,-4%,-2

A portion of the library; count on the stated rates, not on these rows.
